V-ATPase pH = regulators of yeast V-ATPase proton pumping, primary screen, pHLuorin cytosolic pH fluorescence | S. cerevisiae | response, % at 10 µM | 0.37% of 350,000 active | AID 504577, 2011; in the data active = response mostly above about 7.3%, no sharp cut-off; inactive = mostly below about 5.4%; also: actives read high; inactives centre near 0; some compounds called inactive have numbers as strong as hits; reference of the scale not given here
Wnt act = Wnt/beta-catenin pathway activators, primary screen, cell-based, plate reader, single point; Wnt/beta-catenin reporter cell assay, activator; activation, % at 9.35 µM; 1.2% of 300,000 active; AID 743398, 2014; in the data active = activation above about 30%, passing the limit was not always enough; inconclusive = no clear call, values can overlap the other calls;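 also: 0% = neutral control wells and 100% = positive control wells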
Rtt109 HAT inh = inhibitors of C. albicans Rtt109/Vps75 HAT, primary screen, biochemical, ThioGlo CoA-SH fluorescence, plate reader. Histone acetyltransferase RTT109 (Candida albicans (strain SC5314 / ATCC MYA-2876)), …. purified Rtt109/Vps75, 4 h. inhibition, % at 34.9 µM. 0.16% of 330,000 active;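 active = inhibition of at least 50% in every replicate; inconclusive = best replicate reaches 50% inhibition but some replicates fall short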
CDK5 inh = inhibitors of human CDK5/p35 kinase, primary screen, biochemical, single concentration | Recombinant CDK5/p35, ADP-Glo luminescence, 60 min | inhibition, % at 10 µM | 0.01% of 330,000 active | AID 488839, 2010;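 active = highest replicate inhibition of at least 50% and at least 75% of replicates reaching 50%; inconclusive = only one of the two criteria met; inactive = both criteria failed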;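 also: plate controls were DMSO neutral control for no effect and GW8510 at 10 µM for full effect; many of its hits are not listed in these tables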
Target sequence (Q00535 whole entry, looked up): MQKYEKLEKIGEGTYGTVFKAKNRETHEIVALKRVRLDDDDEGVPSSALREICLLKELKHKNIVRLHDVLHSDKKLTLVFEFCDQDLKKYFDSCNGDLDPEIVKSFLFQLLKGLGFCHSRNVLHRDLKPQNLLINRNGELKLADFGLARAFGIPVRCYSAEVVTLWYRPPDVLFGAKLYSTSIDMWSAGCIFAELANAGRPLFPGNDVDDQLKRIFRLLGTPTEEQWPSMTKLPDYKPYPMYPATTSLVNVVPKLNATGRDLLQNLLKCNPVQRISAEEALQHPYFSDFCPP
Target sequence (Q15078 whole entry, looked up): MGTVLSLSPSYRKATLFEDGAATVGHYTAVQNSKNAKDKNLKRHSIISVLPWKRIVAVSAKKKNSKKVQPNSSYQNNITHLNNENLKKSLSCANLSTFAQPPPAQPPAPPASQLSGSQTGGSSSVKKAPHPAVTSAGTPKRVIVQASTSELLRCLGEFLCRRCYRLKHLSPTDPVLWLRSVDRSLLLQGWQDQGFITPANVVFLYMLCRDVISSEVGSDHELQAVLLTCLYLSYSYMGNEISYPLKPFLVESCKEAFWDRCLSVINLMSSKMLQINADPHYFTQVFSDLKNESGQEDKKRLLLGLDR
CAL PDZ FP-1 = CAL PDZ peptide-binding inhibitors, primary screen, biochemical, fluorescence polarization, Cer-tagged CAL PDZ, HTS; Golgi-associated PDZ and coiled-coil motif-containing protein (Homo sapiens), Q9HD26; purified CAL PDZ, TMR-peptide fluorescence polarization, 1 h; inhibition, % at 20 µM; 0.02% of 330,000 active; AID 504414, 2011;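 active = highest replicate inhibition of at least 40%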;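 also: plate controls were DMSO neutral control wells for no effect and unlabeled competitor peptide control wells for full effect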
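System: purified tagged CAL PDZ domain construct (CerCALP). Schedule: 1 h incubation at room temperature before polarization reading. Medium: 25 mM sodium phosphate pH 7.4, 150 mM NaCl, TCEP, IgG, Thesit. Read-out: percent inhibition from loss of millipolarization. Measured by: FP readout, S and P plane fluorescence. Probe or stimulus: fluorescent TMR peptide probe.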
Tat transport = E. coli Tat export inhibitors, primary screen, MC4100, TorA-mCherry reporter, fluorescence, single point; inhibition, % at 10 µM; 0.036% of 340,000 active; AID 488895, 2010;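 active = mean replicate inhibition at least 50% and at least half of replicates individually reaching 50%; inconclusive = only one of the two criteria met; inactive = neither criterion met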;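 also: exported cargo escapes ClpAP degradation while cytoplasmic cargo is degraded and loses fluorescence; 0% = median of neutral control wells and 100% = median of NaSCN control wells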
CAL PDZ FP-2 = untagged CAL PDZ binding inhibitors, primary screen, biochemical, fluorescence polarization, HTS; Golgi-associated PDZ and coiled-coil motif-containing protein (Homo sapiens), Q9HD26; AID 602252, 2012; 0.92% of 300,000 active; inhibition, % at 24.9 µM; purified CAL PDZ, TMR-peptide fluorescence polarization, 1 h;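 active = mean inhibition of at least 30% with at least half of replicates also reaching 30%; inconclusive = no clear call, values can overlap the other calls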;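 also: 0% = DMSO neutral control and 100% = excess unlabeled competitor peptide PRC23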
dFosB act = activators of delta FosB homodimer, primary screen, biochemical, fluorescence polarization, TAMRA-CDK5 oligo, single point | Protein FosB (Mus musculus), P13346 | 0.99% of 340,000 active | AID 493131, 2011 | activation, % at 25 µM | purified delta FosB; percent of positive-control signal above neutral wells;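 active = mean activation above about 17%, with every replicate also reaching it, limit read from the data, passing the limit was not always enough; inconclusive = only one of the two conditions met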;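 also: fluorescence polarization rise as delta FosB binds a TAMRA Cdk5 AP-1 oligo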
Target sequence (P13346 whole entry, looked up): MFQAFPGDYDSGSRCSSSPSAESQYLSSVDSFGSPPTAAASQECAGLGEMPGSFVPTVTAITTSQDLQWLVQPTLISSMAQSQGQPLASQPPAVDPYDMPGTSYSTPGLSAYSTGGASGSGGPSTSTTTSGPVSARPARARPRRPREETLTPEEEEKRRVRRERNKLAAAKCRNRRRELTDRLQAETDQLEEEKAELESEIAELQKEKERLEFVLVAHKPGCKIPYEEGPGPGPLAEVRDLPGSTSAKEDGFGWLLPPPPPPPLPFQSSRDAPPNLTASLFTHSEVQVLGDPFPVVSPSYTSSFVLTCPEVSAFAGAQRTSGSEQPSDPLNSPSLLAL
cardiac RTF act = cardiac RTF calcium sensitivity activators, primary screen, biochemical, IANBD-TnC fluorescence, EC20 calcium; Troponin I, cardiac muscle (Homo sapiens) + Troponin T, cardiac muscle (Homo sapiens) + …; IANBD-labeled TnC RTF fluorescence at EC20 calcium; 0% EC20 calcium, 100% full calcium; activation, % at 7.2 µM; 0.24% of 340,000 active;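 active = activation above the mean over all tested compounds plus 3 SD, cut at about 30% in these data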;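 also: rise in fluorescence read as greater calcium sensitivity of cardiac thin filaments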
MITF TRPM1 HTS = activators of MITF-driven TRPM1 promoter reporter, primary screen, cell-based, SK-MEL-5, luciferase, single point; SK-MEL-5 TRPM1-promoter luciferase, 24 h; % of positive control, neutral wells = 0; activation, % at 12.5 µM; 0.75% of 300,000 active;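 active = mean activation of at least 80% with every replicate also reaching 80%; inconclusive = mean reaches 80% but some replicate falls short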;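 also: 0% = neutral control wells and 100% = parthenolide positive control wells; values of inactives mirror those of a sister screen read the other way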
Starred values were filed as active, the others as inactive; ? = inconclusive; nt = no result given.

The first 2 compounds, ahead of the listing:
SMILES	V-ATPase pH	Wnt act	Rtt109 HAT inh	CDK5 inh	CAL PDZ FP-1	Tat transport	CAL PDZ FP-2	dFosB act	cardiac RTF act	MITF TRPM1 HTS
COc1cccc(NC(=S)NNC(=O)Cn2nc(C(F)(F)F)cc2C)c1	1	nt	5	-0.5	-0.3	0	0	-12	0	7
CNC(=O)/C(C#N)=C/c1c(N2CCN(c3ccc(OC)cc3)CC2)nc2c(C)cccn2c1=O	1	6	-1	-0.4	0.0	5	0	-5	-8	6

Results (from the top)
SMILES	V-ATPase pH	Wnt act	Rtt109 HAT inh	CDK5 inh	CAL PDZ FP-1	Tat transport	CAL PDZ FP-2	dFosB act	cardiac RTF act	MITF TRPM1 HTS
COc1cccc(NC(=S)NNC(=O)Cn2nc(C(F)(F)F)cc2C)c1	1	nt	5	-0.5	-0.3	0	0	-12	0	7
CNC(=O)/C(C#N)=C/c1c(N2CCN(c3ccc(OC)cc3)CC2)nc2c(C)cccn2c1=O	1	6	-1	-0.4	0.0	5	0	-5	-8	6
CN(C(=O)c1ccc(Br)cc1)C1CCS(=O)(=O)C1 (configuration not stated)	2	2	-9	0.6	-1.1	-6	nt	0	11	3
CC(C)(C)OC(=O)C[C@@H]1C/C=C\C[C@@H](CC(=O)NCCO)C(=O)N[C@H](Cc2c[nH]c3ccccc23)COC1=O	-1	3	-2	0.8	-0.3	1	-2	2	-2	4
C[C@@H]1CC=C[C@H]2[C@H]1C(=O)N(Cc1ccccc1)[C@H]2c1ccc(/C=C/c2ccccc2)cc1F	0	-11	1	1.9	0.1	-2	-1	-4	-1	17
COc1ccc(C(=O)N2CCN(Cc3nc(CC4CC4)no3)CC2)cc1	1	-2	7	1.9	-0.9	-9	-5	3	-1	-7
CCc1ccc(NC(=O)CN2C(=O)CSC2=O)cc1	5	nt	2	1.6	-0.7	0	-5	4	-10	13
COc1cc(/C=C/C(=O)OCC(=O)N2CC3(C)CC2CC(C)(C)C3)ccc1O (configuration not stated)	-1	nt	3	0.6	-2.2	-4	-2	-13	-2	-9
COc1ccccc1CCC(=O)NC1CCCN(c2ccc(C(F)(F)F)cn2)C1 (configuration not stated)	1	6	7	1.4	-2.2	1	0	?	1	1
CCOC(=O)C1(Cc2cccc(OC)c2)CCCN(C(=O)c2ccc(OC)o2)C1 (configuration not stated)	-2	?	22	-0.3	-1.8	-2	-4	-8	-8	88*
O=C(Nc1nc2ccc(F)cc2s1)C1=NN(c2ccccc2)C(=O)CC1	0	4	-15	-0.2	-2.6	1	-1	-11	4	6
Nc1nonc1-n1nnc(C(=O)N/N=C/c2ccccc2Br)c1CN1CCCC1	-3	2	0	-2.8	-1.4	-5	-2	-9	-3	-4
CCc1nnc(NC(=O)CCC(=O)N2CCCC2)s1	-5	-1	-9	1.3	nt	-5	3	6	8	1
COc1ccc(C(=O)C2CCCN(Cc3cc(Cl)ccc3O)C2)c(OC)c1 (configuration not stated)	4	-2	1	2.1	-0.3	0	-1	-13	1	nt
Cc1ccc(C)c(OCC(=O)NNC(=O)C2CC2)c1	-1	-1	8	-0.9	-1.6	2	-2	3	-2	-1
COCCCN(C(=O)Cc1coc2cc(C)c(C)cc12)c1c(N)n(Cc2ccccc2)c(=O)[nH]c1=O	0	-4	7	0.2	-2.9	0	-4	-12	-2	0
COc1ccccc1C(=O)N/N=C(\C)c1ccc(NC(=O)Cc2ccccc2)cc1	-4	1	-1	-1.1	-1.0	-5	-1	6	-4	19
CN1/C(=C\C=C2/SC(=S)NC2=O)C(C)(C)c2ccccc21	-2	-1	30	4.0	-3.9	-9	-10	70*	344*	-14
O=C(Cc1ccc(NC(=O)C2CCCN(C(=O)c3ccccc3)C2)cc1)Nc1ccc(C(=O)N2CCOCC2)cc1 (configuration not stated)	2	-1	-14	-0.6	-1.7	-3	0	-6	-3	-7
CN(C)S(=O)(=O)c1cccc(COC(=O)Cc2c(F)cccc2Cl)c1	-1	2	-9	-1.6	-2.0	5	1	-3	-3	2

An excerpt from above in order of their number in cardiac RTF act, highest first.
canonical_smiles	V-ATPase pH	Wnt act	Rtt109 HAT inh	CDK5 inh	CAL PDZ FP-1	Tat transport	CAL PDZ FP-2	dFosB act	cardiac RTF act	MITF TRPM1 HTS
CCc1nnc(NC(=O)CCC(=O)N2CCCC2)s1	-5	-1	-9	1.3	nt	-5	3	6	8	1
COc1ccc(C(=O)C2CCCN(Cc3cc(Cl)ccc3O)C2)c(OC)c1 (configuration not stated)	4	-2	1	2.1	-0.3	0	-1	-13	1	nt
COCCCN(C(=O)Cc1coc2cc(C)c(C)cc12)c1c(N)n(Cc2ccccc2)c(=O)[nH]c1=O	0	-4	7	0.2	-2.9	0	-4	-12	-2	0
CN(C)S(=O)(=O)c1cccc(COC(=O)Cc2c(F)cccc2Cl)c1	-1	2	-9	-1.6	-2.0	5	1	-3	-3	2

(further entries)
SMILES	V-ATPase pH	Wnt act	Rtt109 HAT inh	CDK5 inh	CAL PDZ FP-1	Tat transport	CAL PDZ FP-2	dFosB act	cardiac RTF act	MITF TRPM1 HTS
CC(C)(C)NC(=O)NC(=O)CSc1nnc(-c2ccccc2F)n1N	0	nt	10	-0.3	0.2	4	0	-1	2	-2
Cc1cc(C(=O)NC2CCCc3c2cnn3-c2ccc(C(C)(C)C)cc2)n[nH]1 (configuration not stated)	1	-2	-4	-2.1	-2.7	8	-1	9	-2	-13
N#Cc1nc(Cc2ccccc2)oc1NCCc1ccccc1	-1	nt	2	-1.8	-1.7	4	-6	-8	-1	52
CS(=O)(=O)N(Cc1ccccc1)c1ccccc1C(=O)Nc1ccccc1C(=O)NCc1ccco1	0	-2	1	-4.2	-1.0	-1	-5	-12	-6	-14
COc1ccc(Cl)cc1NC(=O)CN(C)C(=O)c1n[nH]c2ccccc12	-1	-4	3	-0.2	-2.0	2	8	-10	-2	-23
O=C(CCCOc1ccccc1)Nc1ccc(S(=O)(=O)N2CCOCC2)cc1	-1	nt	5	-1.1	-0.8	-2	1	2	-1	-18
O=C1CSC(c2ccccn2)N1c1ccccc1 (configuration not stated)	2	0	-1	-1.6	-2.2	-4	nt	9	6	6
CCOc1ccc(-c2c(C(=O)N/N=C/c3ccc(C)s3)nnn2-c2nonc2N)cc1	-4	nt	17	3.3	-0.1	0	4	58*	-2	-7
O=C(NCCc1nnc2ccc(N3CCCCCC3)nn12)c1ccccc1	6	0	2	-0.4	-2.1	-2	-3	-1	3	-3
Cc1ccnc(NC(=O)Cn2ccc([N+](=O)[O-])n2)c1	3	-1	-3	2.3	-0.4	-6	-1	-12	4	3
CC(OC(=O)Cc1c[nH]c2ccccc12)C(=O)Nc1ccccc1[N+](=O)[O-] (configuration not stated)	3	-3	-1	2.1	-2.2	20	-3	-2	-6	-11
O=C1NC(=Nc2ccccc2)S/C1=C\C=C\c1ccco1	-4	-2	-5	-0.3	-2.2	-3	0	-8	0	19
Cc1ccccc1Cn1ccc(NC(=O)c2cnn3c(C(F)(F)F)cc(-c4ccco4)nc23)n1	-1	nt	nt	3.1	-3.8	1	0	-1	-5	5
CC(=O)Oc1ccc(/C=C(\NC(=O)c2cccc(Br)c2)C(=O)Nc2ccc(C(=O)O)cc2)cc1	4	1	-4	-0.3	-3.2	1	-3	-7	4	nt
CN(CC(=O)N1CCCCCC1)S(=O)(=O)c1ccccc1	0	20	-6	0.5	0.5	-6	-6	-3	3	nt
CC1CCCC(NC(=O)CCNC(=O)c2ccc([N+](=O)[O-])cc2)C1C (configuration not stated)	-1	-4	-1	0.3	-0.3	1	-4	-3	-3	0
CCc1ccc(N=C2NC(=O)/C(=C/c3ccc(OCC(=O)O)c(OC)c3)S2)cc1	-3	-2	-3	0.1	-2.3	9	nt	0	-3	-12
O=C(CSc1nnc(-c2ccccc2NC(=O)c2ccccc2)o1)OC1CCCCC1	2	-1	-16	0.1	-0.7	-13	-2	-2	2	0
CC1CCCCN1C(=O)COC(=O)c1cc([N+](=O)[O-])ccc1N (configuration not stated)	9	0	2	-0.6	-1.8	6	-7	-1	2	58
CC(C)(C)n1nnnc1C(c1ccccn1)N(Cc1ccccc1)Cc1ccc(Cl)cc1 (configuration not stated)	2	-18	-5	-1.3	0.4	10	0	-15	3	-7
Cc1ccc(NC(=O)CCS(=O)(=O)c2cccc3nonc23)c(Cl)c1	0	-1	4	1.4	-2.4	4	-1	2	-1	-1
O=C(NCCc1c[nH]c2ccccc12)C(=O)NCC1CCCO1 (configuration not stated)	2	1	-21	-0.1	-0.5	0	nt	9	2	0
CC[C@@]1(C(=O)OC)N[C@H](CN(C)S(=O)(=O)c2ccccc2)[C@@H]2C(=O)N(Cc3ccccc3)C(=O)[C@@H]21	6	-1	-7	2.0	-1.3	-8	0	-3	-2	1
NC(=O)COc1c(-c2ccccc2)oc2ccccc2c1=O	-3	nt	1	-2.4	-2.4	-2	-3	-19	4	-2
Cc1ccc(NC(=O)CCn2c(=O)[nH]c3ccsc3c2=O)cc1F	4	-1	6	-1.1	-3.6	-3	-1	3	1	20
CCOC(=O)C1CCCN(C(=O)c2cccc([N+](=O)[O-])c2C)C1 (configuration not stated)	3	-13	9	-4.4	-0.2	4	-4	-5	2	8
CCN(C(=O)CN1C(=O)COc2ccc(S(=O)(=O)N3CCCCCC3)cc21)c1cccc(C)c1	-1	-3	-26	-0.3	-2.9	-2	-5	-9	-13	-8
O=C(COc1ccc(Cl)cc1Cl)NN1C(=O)/C(=C\c2ccc(Cl)cc2)SC1=S	-5	-1	1	-1.6	-0.3	-3	1	?	10	0
